Assay outcomes: PubChem, several laboratories
Diaph inh CS: inhibits diaphorase or chemically oxidizes, flagging diaphorase assay artifacts; inhibition, % at 20 µM; 190,000 tested, 0.69% active; diaphorase resazurin-to-resorufin fluorescence, NADH, 16 min; bacterial (C. kluyveri) enzyme, not human;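 active = primary screen inhibition at 20 µM above a set limit, cut at about 50% in these data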;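 also: plate controls were DMSO with full reaction for no effect and wells lacking NADH for full effect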
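System: Bacterial diaphorase enzyme (C. kluyveri) | Incubation: 16-min room-temperature incubation before reading | Benchmarks: No-NADH positive control and DMSO neutral control | Measured by: Resorufin fluorescence 544/590 nm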
FLuc act counter: firefly luciferase counter-screen for stimulation assays; P08659; ATPlite luciferase biochemical, luminescence, 10 min; 0 = ATP-free wells, 1 = DMSO control; activation factor at 10 µM; 200,000 tested, under 10 active; AID 1027;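 active = luciferase activation factor, scaled between plate controls, of at least 2 with compound at 10 µM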
Target sequence (P08659 whole entry, looked up): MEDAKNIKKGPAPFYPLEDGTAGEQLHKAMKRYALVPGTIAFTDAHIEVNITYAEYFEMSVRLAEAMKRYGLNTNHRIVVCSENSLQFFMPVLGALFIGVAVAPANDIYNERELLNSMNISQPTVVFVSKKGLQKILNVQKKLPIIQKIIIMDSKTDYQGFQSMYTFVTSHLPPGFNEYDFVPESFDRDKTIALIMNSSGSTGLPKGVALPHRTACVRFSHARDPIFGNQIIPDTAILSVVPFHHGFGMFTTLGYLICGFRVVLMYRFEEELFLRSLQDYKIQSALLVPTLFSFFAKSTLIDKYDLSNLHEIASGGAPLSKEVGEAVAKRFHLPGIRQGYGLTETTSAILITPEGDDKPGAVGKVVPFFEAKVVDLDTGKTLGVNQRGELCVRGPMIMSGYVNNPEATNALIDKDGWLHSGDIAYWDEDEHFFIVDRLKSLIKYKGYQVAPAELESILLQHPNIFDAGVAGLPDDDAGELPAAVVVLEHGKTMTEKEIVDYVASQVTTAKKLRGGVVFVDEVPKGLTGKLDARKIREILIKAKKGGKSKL
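Assay system: Luciferase/luciferin detection reagent, cell-free biochemical luciferase assay / Read-out: luciferase activation / Benchmarks: No-ATP low control, compound-free enzyme-plus-ATP high control / Medium: PBS buffer for ATP / Detection: luminescence measurement of luciferase light output / Schedule: 10 min at ambient temperature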
PMI act: activators of human phosphomannose isomerase | activation factor at 20 µM | purified human PMI, coupled resazurin fluorescence, 20 min; stronger effect = higher value; 1 = vehicle control, 0 substrate-free wells | AID 1214 | P34949 | 190,000 tested, 0.005% active;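 active = activation factor of 2 or more at 20 µM, relative to plate controls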
PMI act hi M6P: PMI (human) activation, high substrate. AID 1216. coupled PMI enzyme assay, resazurin fluorescence, 20 min; stronger effect = higher value; 1 = untreated enzyme, 0 = substrate-free blank. activation factor at 20 µM. 190,000 tested, 0.34% active;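 active = activation factor of 2 or more at 20 µM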
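assay system = human phosphomannose isomerase with PGI, G6PDH, diaphorase coupling enzymes | quantity = 15 ng/mL PMI | incubation = enzyme reaction with compound 20 min at room temperature | medium = HEPES pH 7.4 buffer with MgCl2 and Tween-20 | compound dosing = one concentration, 20 µM, in 1% DMSO | measured by = Diaphorase-driven resazurin-to-resorufin fluorescence, excitation 544, emission 590 nm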
TNAP inh hiacc: blocks human TNAP under high phosphate acceptor concentration; AID 1135; purified TNAP, CDP-star luminescence, 1 M DEA; inhibition, % at 20 µM; P05186; 200,000 tested, 0.03% active;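 active = over 50% inhibition of tissue-nonspecific alkaline phosphatase at 20 µM in the single-dose screen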;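 also: plate controls were DMSO wells for no effect and EDTA-quenched wells as full inhibition for full effect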
Target sequence (P05186 whole entry, looked up): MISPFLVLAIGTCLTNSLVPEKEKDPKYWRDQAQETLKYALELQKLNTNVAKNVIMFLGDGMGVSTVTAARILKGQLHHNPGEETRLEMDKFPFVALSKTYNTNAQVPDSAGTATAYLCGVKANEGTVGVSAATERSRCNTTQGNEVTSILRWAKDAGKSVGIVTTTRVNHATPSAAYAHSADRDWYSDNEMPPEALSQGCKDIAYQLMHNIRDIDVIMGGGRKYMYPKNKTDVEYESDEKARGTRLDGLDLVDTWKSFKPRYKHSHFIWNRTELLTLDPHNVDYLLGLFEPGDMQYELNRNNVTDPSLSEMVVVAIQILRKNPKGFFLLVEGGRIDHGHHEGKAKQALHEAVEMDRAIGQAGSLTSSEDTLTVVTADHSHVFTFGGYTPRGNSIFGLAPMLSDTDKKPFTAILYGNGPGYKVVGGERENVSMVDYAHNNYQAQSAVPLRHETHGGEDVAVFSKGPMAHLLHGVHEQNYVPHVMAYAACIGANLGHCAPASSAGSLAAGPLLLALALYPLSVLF
G6PDH counter: L. mesenteroides G6PDH inhibition counter-screen; inhibition, % at 5 µM; Purified L. mesenteroides G6PDH, diaphorase/resazurin coupled fluorescence, 45 min; 200,000 tested, 0.12% active; in the data active = inhibition above about 50%
TNAP act hi DEA: TNAP (human) activation, high acceptor; P05186; activation factor at 20 µM; 200,000 tested, under 10 active; purified TNAP, CDP-star luminescence, 1 M DEA, 30 min; stronger effect = higher value; 0 = EDTA background, 1 = DMSO-only activity; AID 1136;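 active = activation factor at least 2 at 20 µM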
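Measured by: Luminescent substrate turnover signal | Test system: Human TNAP | Input: TNAP 1/800 final | Dosing: 20 µM single point | Schedule: 30 min, room temperature | Controls: EDTA wells as negative control, DMSO wells as positive control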
TNAP inh noacc: inhibitors of human TNAP without phosphate acceptor; P05186; purified TNAP, CDP-star luminescence, 30 min; inhibition, % at 20 µM; 200,000 tested, 0.26% active; AID 1012;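 active = tissue-nonspecific alkaline phosphatase inhibition above about 50% at 20 µM in the single-dose screen, limit read from the data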;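 also: 0% = DMSO negative control and 100% = EDTA positive control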
Diaph act CS: counter-screen for diaphorase-based assays: diaphorase activators and chemical reducers; Diaphorase/resazurin coupled assay, resorufin fluorescence, 16 min; stronger effect = higher value; 1 = vehicle wells, 0 = NADH-free wells; activation factor at 20 µM; 190,000 tested, 0.005% active; AID 1229;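 active = diaphorase activity raised at least twofold by the compound at 20 µM; inactive = activation factor below 2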
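Assay system: bacterial diaphorase enzyme (C. kluyveri) / Input: enzyme 0.07 U/mL final / Medium: 50 mM HEPES pH 7.4 with 4.542 mM MgCl2, 0.005% Tween 20 / Doses: single compound dose of 20 µM, 1% DMSO final / Incubation: 16 min enzyme reaction, ambient temperature / Signal: fluorescence, excitation 544 nm and emission 590 nm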
Efa HMGR inh: inhibitors of class II HMG-CoA reductase from Enterococcus faecalis | AID 1066 | purified E. faecalis HMGR, NADPH absorbance 340 nm kinetic | 190,000 tested, 0.41% active | inhibition, % at 10 µM;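 active = inhibition above a set limit, the median over all tested compounds plus 3 SD, cut at about 9.5% in these data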;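 also: enzyme runs in reverse so mevalonate oxidation gives rising NADPH absorbance; 0% = complete reaction with DMSO and 100% = background rate lacking mevalonate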
* marks the source's active call; other numbers are inactive results.

SMILES	Diaph inh CS	FLuc act counter	PMI act	PMI act hi M6P	TNAP inh hiacc	G6PDH counter	TNAP act hi DEA	TNAP inh noacc	Diaph act CS	Efa HMGR inh
CCn1c(SCC(=O)Nc2nonc2C)nnc1-c1ccco1	11.4	1	0.8	0.9	-5.2	10.2	1.1	-10.3	0.9	-1.4
CCOC(=O)C(NC(C)=O)(N1CCc2ccccc2C1)C(F)(F)F (configuration not stated)	13.1	1	1	0.9	-4.0	1.9	1	-9.4	0.9	-7.0
CCOC(=O)Nc1c(C(=O)OC)[nH]c2cccc(OC)c12	13.0	1	0.8	0.8	3.0	12.0	1	-6.1	0.9	2.1
Cc1nc2ccccc2n1C(=O)c1ccccc1[N+](=O)[O-]	0.8	1	1	1.1	-0.9	-0.5	1	-3.3	1	-2.5
C=CCN(C(=O)Nc1ccc(Cl)cc1)C1CC(=O)N(c2ccc(OC)cc2)C1=O (configuration not stated)	15.2	1.1	0.9	0.9	-3.7	-1.5	1	-12.9	0.8	-2.2
CCS(=O)(=O)N1CCN(c2ccc([N+](=O)[O-])c(NCc3ccccc3)c2)CC1	17.5	1	1	0.9	6.6	5.2	0.9	1.7	0.8	1.0
CC(=C1C(=O)c2ccccc2C1=O)N1CCc2ccccc2C1	20.3	1	0.9	1	0.5	6.9	1	-2.6	0.8	-4.6
COc1ccc(C2SCCN2S(=O)(=O)c2ccccc2)cc1OC (configuration not stated)	-2.7	1	1	1	-5.8	0.7	1.1	-7.6	1	-3.2
CN(C)S(=O)(=O)Oc1ccsc1C(=O)Nc1cccc(Cl)c1	-14.6	0.9	1	1	5.5	0.3	0.9	0.7	1.1	-5.6
O=C(NC1CCS(=O)(=O)C1)c1cccnc1 (configuration not stated)	9.0	1	1.1	1	-2.9	11.2	1	-11.8	0.9	6.5
Fc1ccc(CSc2nc3ncc(Br)cc3[nH]2)cc1	5.2	1	1	1.1	-1.8	2.1	1	-10.9	0.9	-4.6
O=C1C=C(NCc2ccc3c(c2)OCO3)CC(c2ccccc2)C1 (configuration not stated)	32.0	1.1	0.9	1	-8.2	4.1	1.1	-15.8	0.7	-2.4
COc1ccc(NC(=S)Nc2ccc3nc(C)c(C)nc3c2)cc1	40.6	1	0.6	0.5	-1.2	11.4	1	2.8	0.6	-2.2
Cc1ccc(S(=O)(=O)CCC(=O)NCc2ccccc2)cc1	11.2	1	1.1	1.1	-8.7	12.2	1.1	-7.3	0.9	1.4
COc1ccc(S(=O)(=O)NCCSc2ccccc2)cc1OC	17.7	1	0.9	0.9	-5.3	-17.6	1.1	-15.7	0.8	-0.7
COc1ccc(CCN2CC3=C(C2=O)C(c2ccccc2)NC(=O)N3C)cc1OC (configuration not stated)	18.3	1	0.9	0.9	-3.8	10.3	1	-9.2	0.8	0.7
Cc1ccc2nc(N(CCCN(C)C)C(=O)COc3ccc(Cl)cc3)sc2c1	-2.4	1	1.1	1.1	4.8	-11.3	1	7.4	1	-3.1
FC(F)(F)c1cc(-c2ccco2)nc(N2CCN(c3ccccc3)CC2)n1	22.6	1	0.8	0.8	-2.8	4.9	1	-5.9	0.8	-7.6
CC(=O)Nc1ccc(S(=O)(=O)n2cnc3cc(C)c(C)cc32)cc1	16.1	1	0.9	1	-3.1	3.4	1	-8.4	0.8	-2.1
COCCn1c(=O)[nH]c2cc(C(=O)NCC3CCCO3)ccc2c1=O (configuration not stated)	-4.7	1.1	1	1	-4.9	5.0	1	0.0	1	-9.0
COc1cc2c3c(c1)C(C)=CC(C)(C)N3C(=O)C2=O	30.9	1.1	0.7	0.7	-0.8	16.6	1	-3.6	0.7	-5.2
O=C1c2cccc3cccc(c23)C(=O)N1c1cccnc1	12.2	1	0.9	0.9	0.7	1.0	1	-1.0	0.9	0.8
Cc1ccc2c(c1)sc1nc(=O)n(-c3ccc(Cl)c(Cl)c3)c(=O)n12	-15.9	1	1.1	1.1	6.3	-3.1	0.9	-1.6	1.2	1.3
O=C1[C@@H]2C(Cc3ccc(O)cc3)NC3(C(=O)Nc4ccc(F)cc43)[C@@H]2C(=O)N1c1ccccc1 (some centres not stated)	5.7	1.1	1.1	1.1	-5.1	10.0	1.1	3.2	0.9	-5.5
Cn1ncc(Br)c1C(=O)N1CCc2ccccc21	9.2	1	0.9	0.9	1.7	3.0	1	-1.5	0.9	-4.0
Cn1c(SCC(=O)NCc2ccco2)nnc1-c1ccccc1	11.4	1	1	0.9	-1.2	-4.3	1	-11.7	0.9	-1.9
COC(=O)C1=C(C)Nc2c(c(=O)n(C)c(=O)n2C)C1c1cccnc1 (configuration not stated)	0.7	1	1	1	-0.1	3.4	1	-5.6	1	13.4*
COc1ccc(NC(=O)CN(C)CC(=O)Nc2cccc(F)c2)cc1Cl	4.9	1	1.2	1.1	-2.8	5.0	1	-11.7	1	0.4
O=C(C1CCCN(S(=O)(=O)c2cccc3cccnc23)C1)N1CCN(c2ccccc2F)CC1 (configuration not stated)	25.9	1.1	0.9	0.9	-4.2	2.9	1	-5.9	0.7	-10.5
CCCCC(=Nc1ccccc1OC)C1=C(O)CC(c2ccccc2)CC1=O (configuration not stated)	10.7	1	1	0.8	-5.0	7.5	1.1	-6.0	0.9	-3.4
CC(C)c1ccc(NC(=O)COc2ccc(F)cc2C(=O)c2cnn(-c3ccccc3)c2)cc1	10.1	1	0.9	0.9	-5.4	3.4	1.1	-5.1	0.9	-3.7
O=C(CS(=O)(=O)c1c[nH]c2ccccc12)NC1CCCCC1	6.8	1	0.9	0.9	0.6	-9.5	1	13.8	0.9	-5.9
CC(C)C(NC(=O)CN1C(=O)c2ccccc2S1(=O)=O)C(C)C	-6.4	1	1.1	1.1	-5.5	1.6	1.1	-14.1	1.1	-6.7
OCCNCCOCCOc1ccccc1-c1ccccc1	9.2	1	1.1	1.1	-0.1	2.1	1	0.2	0.9	-6.3
CCn1cc(Br)c(C(=O)Nc2ccc(Cl)c(Cl)c2)n1	20.3	1	0.9	0.9	-4.1	-8.4	1	-11.6	0.8	-6.3
OC1(C2(O)CC(c3ccccc3)ON2)CCCCC1 (configuration not stated)	12.6	1.1	1.2	1.1	-6.5	1.8	1.1	-9.5	0.9	-1.0
CC(=O)c1sc(=S)n(-c2ccc(Cl)cc2)c1C	3.9	1.1	1	1	-4.3	7.4	1	-15.3	1	2.1
COc1ccc(/C=N/NC(=S)Nc2ccccc2)cc1	6.8	0.6	0.8	1	-3.5	9.6	1	-4.1	0.9	-8.6
Cc1cccc(OC(=O)c2cn(C)nc2C(F)(F)F)c1C	-9.0	1	1.1	1.1	-6.3	12.5	1.1	-5.5	1.1	-0.3
CN(C)CCNC(=O)C(=O)C1C(=O)Nc2ccccc21 (configuration not stated)	2.8	1.1	1	0.9	-4.2	2.4	1	-10.8	1	-5.3
c1cncc(-c2nn[nH]n2)c1	15.0	1	1.1	1.1	-2.6	4.3	1	-11.1	0.8	-0.1
CSc1nnc2c3ccccc3c3ccccc3c2n1	4.8	1	1.3	1.6	-1.8	9.2	1	-2.6	1	-1.5
Cn1c(SCCS(=O)(=O)c2ccc(Cl)cc2)nnc1-c1ccccc1	17.2	1.1	0.9	0.9	-2.3	10.5	1	-2.0	0.8	-0.8
O=C(CN1CCOCC1)N1CCCc2ccccc21	-6.1	1	1	1.1	-4.3	12.9	1	-6.8	1.1	0.7
COc1cc([N+](=O)[O-])ccc1NC(=O)CCN1C(=O)C2C3CCC(C3)C2C1=O (configuration not stated)	14.1	1	1	0.9	-7.0	13.8	1.1	-7.0	0.9	3.7
CCCCN(C(=O)CN1CCOCC1)c1c(N)n(CC(C)C)c(=O)[nH]c1=O	12.3	1	0.9	0.9	-4.3	-5.0	1	-15.0	0.9	-4.7
CN1c2ccccc2N(C)C1(C)c1ccccc1	21.9	1	0.7	0.7	1.9	10.5	1	27.9	0.8	1.9
O=C(Nc1ccc(Cl)cc1)N(Cc1cccs1)Cc1cccs1	18.1	1	0.8	0.8	-5.9	-13.1	1.1	-17.9	0.8	-1.4

Overlap with the part before: 5 compounds; new compounds follow.
SMILES	Diaph inh CS	FLuc act counter	PMI act	PMI act hi M6P	TNAP inh hiacc	G6PDH counter	TNAP act hi DEA	TNAP inh noacc	Diaph act CS	Efa HMGR inh
O=C(CN1CCOCC1)N1CCCc2ccccc21	-6.1	1	1	1.1	-4.3	12.9	1	-6.8	1.1	0.7
COc1cc([N+](=O)[O-])ccc1NC(=O)CCN1C(=O)C2C3CCC(C3)C2C1=O (configuration not stated)	14.1	1	1	0.9	-7.0	13.8	1.1	-7.0	0.9	3.7
CCCCN(C(=O)CN1CCOCC1)c1c(N)n(CC(C)C)c(=O)[nH]c1=O	12.3	1	0.9	0.9	-4.3	-5.0	1	-15.0	0.9	-4.7
CN1c2ccccc2N(C)C1(C)c1ccccc1	21.9	1	0.7	0.7	1.9	10.5	1	27.9	0.8	1.9
O=C(Nc1ccc(Cl)cc1)N(Cc1cccs1)Cc1cccs1	18.1	1	0.8	0.8	-5.9	-13.1	1.1	-17.9	0.8	-1.4
O=C(NCc1cccs1)C1CC(=O)N(c2ccccc2)C1 (configuration not stated)	7.3	1	0.9	0.9	-0.4	-9.1	1	-8.1	0.9	-5.6
Cc1ccc(C)c(NS(=O)(=O)c2c(C)nn(C)c2C)c1	6.5	1	1	1	-4.5	2.3	1	-11.5	0.9	-3.0
CCOC(=O)C(C(=O)OCC)C(Nc1cccc(Br)c1)c1ccccc1 (configuration not stated)	17.4	1	0.9	1	-4.9	-0.8	1	-10.6	0.8	-2.9
Cn1cc(Cl)c(C(=O)NNC(=S)NC2CCCCC2)n1	3.8	1	1.1	1.1	-3.6	2.2	1	-199.4	1	-0.8
CCOC(=O)N1CCC(NC(=O)c2cn(-c3ccc(OC)cc3)c(=O)c3ccccc23)CC1	5.3	1.1	0.9	0.9	-4.3	-24.6	1	-13.2	0.9	-9.0
COc1ccc(C2=NCC(CSc3nnc(-c4ccc5c(c4)OCO5)o3)S2)cc1 (configuration not stated)	20.1	0.9	0.9	0.9	-10.1	8.9	1.1	3.0	0.8	-1.4

Rows were taken by chance; 1.7% or so of the library scored in one or more.
